KCNK9 inh: KCNK9 potassium channel inhibitors, primary screen, HEK293 cells, thallium flux. Potassium channel subfamily K member 9 (Homo sapiens), Q9NPC2. B-score at 10 µM. FluxOR thallium flux fluorescence; stronger effect = lower value. 310,000 compounds, 1.2% hits. AID 488922, 2010;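 active means ratio B-score over 3 SD below the library mean, with starting fluorescence within 5 SD of its mean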;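 further: negative B-score means less thallium flux so channel inhibition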
RGS4 block: RGS4 inhibitors, primary screen, cell-based, HEK293 M3R inducible RGS4, calcium flux. 310,000 compounds, 0.45% hits. Fluo-4 calcium flux; stronger effect = higher value; triggered by carbachol at its EC20. B-score at 10 µM. AID 463165, 2010;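 active means B-score, a plate-corrected calcium signal, over three deviations above library mean, with baseline fluorescence within five deviations of library mean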;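 further: RGS4 expression induced by doxycycline in cells with stable M3 receptor; B-score is computed from the integrated fluorescence ratio over baseline after carbachol; higher B-score means a larger calcium signal and so more RGS4 inhibition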
Target sequence (P49798 whole entry, looked up): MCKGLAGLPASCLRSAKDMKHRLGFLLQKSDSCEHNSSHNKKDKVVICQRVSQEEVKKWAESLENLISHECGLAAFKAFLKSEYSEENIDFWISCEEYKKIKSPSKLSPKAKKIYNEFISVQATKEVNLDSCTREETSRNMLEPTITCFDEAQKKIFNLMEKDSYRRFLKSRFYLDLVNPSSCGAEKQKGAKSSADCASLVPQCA
KCNK3 block: human KCNK3 channel inhibitors, primary screen, CHO cells, FluxOR thallium flux, B-score. Potassium channel subfamily K member 3 (Homo sapiens), O14649. FluxOR fluorescence; stronger effect = lower value. B-score at 10 µM. 340,000 compounds, 0.84% hits. AID 602410, 2012;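 active means B-score under library mean minus 4 SD, starting fluorescence ratio at most library mean plus 5 SD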;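 further: more negative B-score means stronger inhibition of thallium flux through KCNK3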
Dyrk1A ADPGlo: rat Dyrk1A kinase inhibitors, primary screen, biochemical, single point, plate reader; Dual specificity tyrosine-phosphorylation-regulated kinase 1A (Rattus norvegicus), Q63470; ADP-Glo luminescence, NFATc1 peptide; inhibition, % at 12.5 µM; 310,000 compounds, 0.43% hits; in the data active means inhibition above about 50%;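 further: plate controls were vehicle with enzyme for no effect and no enzyme for full effect; many of its hits are not listed in these tables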
hERG rescue: hERG rescue from dofetilide block, primary screen, cell-based, CHO-hERG, FluxOR thallium flux, dofetilide IC70. 310,000 compounds, 0.51% hits. dofetilide IC70 present. activation (rescue from dofetilide block), less the hit threshold, % at 10 µM;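 active means activation above the mean of controls blocked by dofetilide plus 5 SD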;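 further: thallium influx through hERG after potassium depolarization seen as dye fluorescence rise; in these data hits start at about 4.7%; inactives centre near -7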
RGS4 pot: RGS4 potentiators or activators, primary screen, cell-based, HEK293 M3R inducible RGS4, calcium flux; carbachol calcium flux Fluo4; stronger effect = lower value; B-score at 10 µM; 310,000 compounds, 0.92% hits; AID 463111, 2010;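 active means B-score of the integrated calcium signal more than 4 SD below the library mean, with starting fluorescence not abnormally high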;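 further: negative B-score means reduced calcium response which marks RGS4 activation or potentiation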
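Assay system: HEK293 FlpIn-TREx cells, stable M3R, doxycycline-inducible RGS4 / Probe or stimulus: carbachol, ECmax concentration / Times: overnight RGS4 induction, 30 min dye load 37 °C, 20 min compound RT / Signal: kinetic calcium fluorescence imaging with Fluo4-AM dye, 2 µM / Measure: Agonist-evoked peak-minus-minimum fluorescence over baseline, integrated ratio, B score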
GSK3A inh: blockers of GSK3A enzyme activity – biochemical, luminescence, cell-free homogeneous, HTS, primary screen; 320,000 compounds, 0.1% hits; Glycogen synthase kinase-3 alpha (Homo sapiens), P49840; GSK-3 alpha kinase, ADP-Glo luminescence, 60 min; inhibition, % at 10 µM;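 in the data active means inhibition above about 50%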;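 further: GST-tagged GSK-3 alpha with peptide substrate and 25 µM ATP; 0% = DMSO neutral wells and 100% = GW8510 positive control wells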
Target sequence (P49840 whole entry, looked up): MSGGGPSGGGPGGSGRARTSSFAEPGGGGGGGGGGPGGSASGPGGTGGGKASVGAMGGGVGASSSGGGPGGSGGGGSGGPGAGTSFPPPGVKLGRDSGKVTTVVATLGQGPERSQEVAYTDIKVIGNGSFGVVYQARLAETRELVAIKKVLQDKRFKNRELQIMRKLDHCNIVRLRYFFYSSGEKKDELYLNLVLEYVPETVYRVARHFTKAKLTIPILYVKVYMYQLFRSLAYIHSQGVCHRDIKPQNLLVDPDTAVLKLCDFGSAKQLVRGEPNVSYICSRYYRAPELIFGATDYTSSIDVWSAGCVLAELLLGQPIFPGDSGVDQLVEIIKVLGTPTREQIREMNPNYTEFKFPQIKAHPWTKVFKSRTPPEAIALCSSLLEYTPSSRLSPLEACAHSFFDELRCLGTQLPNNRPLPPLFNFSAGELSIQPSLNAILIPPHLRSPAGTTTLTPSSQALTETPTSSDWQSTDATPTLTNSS
KCNQ1 inh: inhibitors of human KCNQ1 channel, primary screen, cell-based, thallium flux, high-throughput; Potassium voltage-gated channel subfamily KQT member 1 (Homo sapiens), P51787; 310,000 compounds, 1.3% hits; B-score at 10 µM; CHO-K1 KCNQ1, FluxOR thallium flux fluorescence; stronger effect = higher value;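 active means compounds whose thallium flux B-score, printed positive for inhibition, exceeds three library SD while starting fluorescence stays within three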;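 further: channel opened by potassium depolarization with thallium stimulus after 20 min compound exposure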
KCNQ1 pot: potentiators or activators of KCNQ1 channel, primary screen, cell-based, thallium flux, high-throughput. Potassium voltage-gated channel subfamily KQT member 1 (Homo sapiens), P51787. CHO-K1 KCNQ1, thallium flux FluxOR fluorescence; stronger effect = higher value. B-score at 10 µM. 310,000 compounds, 0.35% hits;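 active means fluorescence ratio B-score, a plate-corrected score, at least three library SD, with initial intensity B-score within 5 SD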
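System: Stable KCNQ1 CHO-K1 line | Incubation: 90 min dye loading and 20 min compound exposure, both at room temperature | Measure: Ratio B score | Medium: Assay buffer for compound exposure, DMSO matched across wells | Compound dosing: Single-concentration screen | Probe or stimulus: K+/Tl+ depolarizing stimulus | Measured by: Kinetic FluxOR fluorescence, 10 s baseline plus 110 s post-stimulus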
GSK3beta inhib: human GSK3beta kinase inhibitors, primary screen, biochemical, cell-free homogeneous, HTS; AID 2097, 2009; 300,000 compounds, 0.038% hits; GST-GSK3beta kinase, ADP-Glo luminescence, 60 min; stronger effect = lower value; Glycogen synthase kinase-3 beta (Homo sapiens), P49841; activity score (negative = inhibition), % at 10 µM;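 active means more than half of replicate wells score below -50%, meaning over 50% inhibition versus plate controls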;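 further: 0% = median DMSO wells and -100% = median GW8510 positive control wells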
Target sequence (P49841 whole entry, looked up): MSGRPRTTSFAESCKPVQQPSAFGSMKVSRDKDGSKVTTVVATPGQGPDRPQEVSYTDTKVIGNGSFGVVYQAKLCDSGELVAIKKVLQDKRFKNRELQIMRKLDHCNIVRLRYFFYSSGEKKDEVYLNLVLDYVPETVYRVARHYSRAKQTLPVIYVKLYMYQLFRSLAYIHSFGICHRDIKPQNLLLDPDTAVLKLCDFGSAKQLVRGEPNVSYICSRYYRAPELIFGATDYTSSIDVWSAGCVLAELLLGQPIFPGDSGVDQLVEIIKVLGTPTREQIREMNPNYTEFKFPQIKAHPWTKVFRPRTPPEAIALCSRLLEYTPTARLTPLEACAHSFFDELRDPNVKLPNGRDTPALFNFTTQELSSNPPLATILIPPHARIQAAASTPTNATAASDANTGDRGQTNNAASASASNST
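Assay system: GST-tagged human GSK3beta kinase, cell-free; Input: 1.6 ng GSK3beta; Medium: Tris/MgCl2 kinase buffer; Timing: 60 min enzyme reaction, room temperature; Signal: ADP-Glo luminescence quantifying ADP generated by kinase; Evaluation: score relative to plate controls; Benchmarks: DMSO neutral wells and GW8510 at 20 µM as positive.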
PolyA inh: polyadenylation inhibitors in yeast reporter cells, primary screen, luminescence, S. cerevisiae. S. cerevisiae SKY197-pL101 polyadenylation reporter, beta-gal luminescence; efflux-impaired pdr1/pdr3 knockout yeast; score 100 = 6 SD above DMSO. calls only at 12 µM. 300,000 compounds, 0.02% hits;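 active means lowest replicate activity score at least 50, where 100 means six control SD above control mean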;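 further: yeast exposed to compound for 9 h at 30 °C; higher score means more reporter readthrough which indicates perturbed polyadenylation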
* marks the source's active call; other numbers are inactive results; i = inactive; nt = no result given. An excerpt; count on the stated rates, not on these rows.

SMILES | KCNK9 inh | RGS4 block | KCNK3 block | Dyrk1A ADPGlo | hERG rescue | RGS4 pot | GSK3A inh | KCNQ1 inh | KCNQ1 pot | GSK3beta inhib | PolyA inh
Cc1cc(S(=O)(=O)N2CCCC(N(C)CCc3ccccn3)C2)c(C)s1 (stereo not drawn) | i | i | i | 17 | -7 | i | 0 | i | i | -1 | i
COc1ccc(NC(=O)COC(=O)COc2cccc3c2OC(C)(C)C3)cc1 | i | i | i | 15 | -22 | i | 1 | i | i | 3 | i
Cn1c(=O)[nH]c(=O)c2c1ncn2CCCc1ccccc1 | i | i | i | 2 | -8 | i | 6 | i | i | 4 | i
CC(C)c1c(C(=O)N/N=C/c2c[nH]c3ccccc23)nnn1-c1nonc1N | i | i | i | 9 | -8 | i | 10 | i | i | 0 | i
O=C(NCCc1c[nH]c2ccccc12)c1ccc2[nH]c(=O)c(=O)[nH]c2c1 | i | i | i | 0 | -8 | i | 0 | i | i | -1 | i
Nc1ccc(S(=O)(=O)NC2(C(F)(F)F)NC(=O)N(c3ccc(F)cc3)C2=O)cc1 (stereo not drawn) | i | i | i | -8 | -3 | i | 1 | i | i | -2 | i
CCCCn1c(N)c(N(CC)C(=O)c2cccc(S(=O)(=O)N3CCCc4ccccc43)c2)c(=O)[nH]c1=O | i | i | i | nt | -9 | i | 1 | i | i | 3 | i
OC(CNCCc1ccc(Cl)cc1)COCc1ccco1 (stereo not drawn) | i | i | i | -9 | -12 | i | 0 | i | i | -1 | i
COc1ccccc1N1CCN(S(=O)(=O)CCNC(=O)c2ccc(Br)o2)CC1 | i | i | i | 1 | -8 | i | 0 | i | i | 4 | i
CCCc1cc(=O)oc2c3c(cc(OCC(=O)NCc4ccncc4)c12)OC(C)(C)CC3 | i | i | i | 17 | -23 | i | -1 | i | i | -4 | i
COc1ccc(Nc2ncc(C#N)c(N)n2)c(OC)c1 | i | i | i | 20 | -3 | i | 1 | i | i | 2 | i
CCn1c(=O)c(C(=O)NC(C)C)c(O)c2ccccc21 | i | i | i | -6 | -7 | i | 0 | i | i | -1 | i
Cc1cc(C)n2c(Nc3ccc4c(c3)OCCO4)c(-c3ccccc3)nc2n1 | -11* | i | i | -2 | -18 | i | -1 | i | i | -2 | i
CCn1c(CC(=O)Nc2ccccc2C)nnc1SCC(=O)NC1CCCC1 | i | i | i | 4 | -5 | i | -5 | i | i | 0 | i
COc1ccc2cc(C(=O)c3ccccc3)c(=O)oc2c1 | i | i | i | 4 | -9 | i | -3 | i | i | 0 | i
COc1ccc(CC(C)N2CCN(Cc3ccccc3)CC2)cc1OC (stereo not drawn) | i | i | i | 14 | -5 | i | -1 | i | i | -6 | i
COc1ccccc1NC(=O)N[C@@H](Cc1c[nH]c2ccccc12)C(=O)NN | i | i | i | -1 | -7 | i | -2 | i | i | 0 | i
COCC(=O)Nc1cc(C(=O)NCC(C)C)ccc1Cl | i | i | i | 3 | -8 | i | -1 | i | i | 0 | i
Cc1ccc2[nH]cc(CCNS(=O)(=O)c3ccc(F)cc3)c2c1 | i | i | i | -1 | -3 | i | -6 | i | i | -2 | i
COC(=O)C1=C(C)N(CC2CC2)C(=NCc2cc(OC)c(OC)c(OC)c2)N[C@H]1c1ccccc1 | i | i | i | 1 | -4 | i | -1 | i | i | -4 | i
CC(=O)Cc1nsc(NC(=O)c2ccc(COc3ccccc3Cl)o2)n1 | i | i | i | 4 | -4 | i | -4 | i | i | 0 | i
COc1cc(OC)cc(C(=O)NCCCCNC(=O)c2cc(OC)cc(OC)c2)c1 | i | i | i | nt | -9 | i | -2 | i | i | -1 | i
CCOC(=O)Cn1c(=O)oc2cc(S(=O)(=O)N(C)Cc3ccccc3)ccc21 | i | i | i | -2 | -9 | i | -1 | i | i | 2 | i
CC(=O)N1CCCc2cc(S(=O)(=O)N3CCCC(C)C3)ccc21 (stereo not drawn) | i | i | i | -4 | -15 | i | -5 | i | i | -3 | i
CCOC(=O)c1cc(C)sc1NC(=S)Nc1ccccc1 | i | i | i | -6 | -6 | i | -5 | i | i | 0 | i
CCOC(=O)c1sc(NC(=O)CCN2CCN(C)CC2)c(C(=O)OCC)c1C | i | i | i | 2 | -10 | i | -2 | i | i | -3 | i
O=C(O)C1[C@H]2C(=O)N(Cc3cccs3)C[C@]23C=C[C@H]1O3 (stereo partly drawn) | i | i | i | 0 | -11 | i | 0 | i | i | 0 | i
CS(=O)(=O)N(CC(=O)N1CCCC1)c1ccc2c(c1)OCCO2 | i | i | i | -2 | -8 | i | -4 | i | i | -3 | i
Cc1ccc(NC(=O)c2sccc2C)cc1S(=O)(=O)N(C)C | i | i | i | 1 | -9 | i | 0 | i | i | -3 | i
CCc1ccc2oc(C(=O)N3CCN(C)CC3)cc(=O)c2c1 | i | i | i | 0 | -2 | i | -5 | i | i | -3 | i
O=C(c1cccc(N2C(=O)C3CC=CCC3C2=O)c1)N1CCCCCC1 (stereo not drawn) | i | i | i | 7 | -10 | i | nt | i | i | 1 | i
Cn1c(/C(C#N)=C/c2cccc(O)c2)nc2ccccc21 | i | i | i | 5 | -4 | i | 1 | i | i | 1 | i
Cc1ccc(/C=C/C(=O)Nc2nnc(C)s2)o1 | i | i | i | -6 | -2 | i | -2 | i | i | 2 | i
CCc1cc2ccccc2nc1SCC(=O)NC1CCCC1 | i | i | i | 3 | -2 | i | -1 | i | i | 0 | i
COc1ccc(OC)c(-c2nnc(NC(=O)C(C)Sc3nncn3C)s2)c1 (stereo not drawn) | i | i | i | 0 | -15 | i | 6 | i | i | -2 | i
COc1cccc(Cn2c(=O)oc3ccccc32)c1 | i | i | i | 1 | -4 | i | 0 | i | i | 0 | i
CSCCC(NC(=O)c1cc(C)oc1C)C(=O)O (stereo not drawn) | i | i | i | -4 | -11 | i | -4 | i | i | 5 | i
CCOc1cc(NC(=O)c2cccs2)c(OCC)cc1NC(=O)c1ccco1 | i | i | i | -3 | -1 | i | nt | i | i | 1 | i
CCc1ccc(C(=O)COC(=O)C(Cc2ccccc2)NC(=O)C2CCC(C)CC2)cc1 (stereo not drawn) | i | i | i | 1 | -7 | i | 0 | i | i | 0 | i
CC(=O)c1cccc(NC(=O)c2sc3nc4n(c(=O)c3c2C)CCCC4)c1 | i | i | i | 2 | -15 | i | -1 | i | i | 1 | i
O=C(Nc1ccccc1N1CCN(C(=O)c2ccccc2)CC1)c1ccc(Cl)cc1 | -13* | i | -15* | -11 | -22 | i | 2 | i | i | 1 | i
C[C@H](NC(=O)Cc1ccccc1)C(=O)N1CCC2(CC1)NCCc1[nH]cnc12 | i | i | i | 6 | -4 | i | -3 | i | i | 2 | i
COc1ccc(OC)c(NC(=O)CC2C(=O)NCCN2C(=O)c2ccccc2)c1 (stereo not drawn) | i | i | i | -2 | -5 | i | 2 | i | i | 2 | i
O=[N+]([O-])c1cc(F)c2cccnc2c1O | i | i | i | 2 | 3 | i | 4 | i | i | 1 | i
CCOc1ccc(NC(=O)CCC(=O)NNC(=O)Nc2cccc(Cl)c2)cc1 | i | i | i | 6 | -4 | i | -4 | i | i | 1 | i

One compound at a time (already shown). Screens in order: KCNK9 inh | RGS4 block | KCNK3 block | Dyrk1A ADPGlo | hERG rescue | RGS4 pot | GSK3A inh | KCNQ1 inh | KCNQ1 pot | GSK3beta inhib | PolyA inh
Profile of CCc1ccc(C(=O)COC(=O)C(Cc2ccccc2)NC(=O)C2CCC(C)CC2)cc1 (stereo not drawn) : i | i | i | 1 | -7 | i | 0 | i | i | 0 | i
Profile of Cn1c(/C(C#N)=C/c2cccc(O)c2)nc2ccccc21 : i | i | i | 5 | -4 | i | 1 | i | i | 1 | i

(further entries)
SMILES | KCNK9 inh | RGS4 block | KCNK3 block | Dyrk1A ADPGlo | hERG rescue | RGS4 pot | GSK3A inh | KCNQ1 inh | KCNQ1 pot | GSK3beta inhib | PolyA inh
COc1ccc(-c2noc(C(=O)NCc3ccccc3Cl)n2)cc1OC | i | i | i | -6 | -7 | i | -4 | i | i | -5 | nt
CCOC(=O)CCCNC(=O)CN1C(=O)NC(CCc2ccccc2)C1=O (stereo not drawn) | i | i | i | -4 | -1 | i | -1 | i | i | -8 | i
CCOC(=O)N1CCN(CCC(=O)Nc2ccc(Br)cc2)CC1 | i | i | i | -3 | -8 | i | 1 | i | i | -1 | i
O=C(NC(Cc1c[nH]c2ccccc12)C(=O)Nc1ccc(F)cc1)c1cccs1 (stereo not drawn) | i | i | i | 2 | -4 | i | 2 | i | i | 1 | i
Cc1[nH]c2ccccc2c1/C=C(\C#N)C(=O)NCc1ccccc1 | i | i | i | 1 | 0 | i | -2 | i | i | 1 | i
COCCn1c(C)cc(C(=O)COC(=O)c2ccccc2Br)c1C | i | i | i | 5 | -9 | i | -1 | i | i | 0 | i
C=CCc1cccc2cc(C(=O)Nc3cccc(C(=O)O)c3)c(=O)oc12 | i | i | nt | nt | -15 | i | 0 | i | i | 3 | i
CCOC(=O)Cc1cnc(NC(=O)NC(C(=O)OCC)(c2ccccc2)C(F)(F)F)s1 (stereo not drawn) | i | i | i | 0 | -5 | i | -1 | i | i | 2 | i
Cn1c(C(=O)NC2CC2)cc2c(=O)n(C)c3ccccc3c21 | i | i | i | 54* | -15 | i | nt | i | i | -1 | i

Source: PubChem BioAssay
